KDM5B inhibitor = inhibitors of human KDM5B histone demethylase; Q9UGL1; KDM5B demethylase, FDH-coupled NADH fluorescence (FDH is formaldehyde dehydrogenase); Potency, µM (top dose mostly 57.7 µM), without a hit: at the top dose activity change, negative = inhibition, actives largely listed as inhibitors; 220,000 compounds, 2.6% hits; AID 1347165; active = well fitted inhibition curve with a large enough effect; inconclusive = small, poorly fitted or top-dose-only effect; inactive = no such curve, though single readings can be large or run the other way; also: 0% is about no effect; nearly all actives have a fitted effect of over 70% in size
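Here, H3K4me3 peptide (12.5 µM in substrate mix) is demethylated by KDM5BΔAP, 200 nM final, after 10 min compound exposure. Formaldehyde product is coupled through FDH (0.25 U/mL in mix) to NADH fluorescence; 30-min ΔRFU feeds dose-response curves.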
Starred values were filed as active, the others as inactive; i = inactive; u = inconclusive; [ ] = remark or other dose. Potency is read from the fitted curve at half-maximal effect.

KDM5B inhibitor | SMILES
4% | O=C(Cn1cccc1-c1nc(-c2ccc(F)cc2)no1)NCc1ccccc1Cl
12% | O=C(Cc1cccc(F)c1)Nc1ccc(-c2nnc3n2CCCC3)cc1
-9% | COc1ccc(CN2C(=O)CO[C@H](c3ccc(NC(=O)COc4ccccc4)cc3)[C@H]2CO)cc1
-3% | Cc1nc2ccc(Cl)cc2cc1C(=O)N1CCN(CC(=O)N2CCCC2)CC1
22% | CC(C(=O)N(C)Cc1ccccc1)S(=O)(=O)Cc1cccc(Cl)c1 (centres undefined)
11% | CCOc1ccc(NC(=O)N2CCC(n3c(C)nc4cccnc43)CC2)cc1
-1% | CCOc1ccccc1NC(=O)CN(C)S(=O)(=O)c1ccc(C(=O)N2CCOCC2)s1
u | CCN1C(=O)CCN(Cc2cn(C)c3ccc(OC)cc23)CC12CCOCC2
u | Cc1ccc(CNC(=O)C(C)n2c(=O)cc(-c3ccccc3)c3c(C)nn(C)c32)cc1 (centres undefined)
20% | Cc1ccc(-c2noc(C(C)Oc3ccccc3)n2)nn1 (centres undefined)
-11% | CC1=C(C(=O)Nc2ccccc2)C(c2ccc(Cl)cc2)NC(=S)N1 (centres undefined)
-24% | Cc1cccc(S(=O)(=O)N2CCN(c3ccc(N4CCCCC4)nn3)CC2)c1
2% | Cn1c(SCC(=O)NC2CCCCC2)nc2c(c1=O)SCC2
u | COc1ccc(N2CCCC2)c(NC(=O)COc2ccccc2Cl)c1
u | Cc1ccccc1C(=O)Nc1cccc(C(=O)OCc2cc(=O)n3ccsc3n2)c1
12% | Cc1ccc(Cl)cc1NC(=O)Nc1ccc2c(c1)oc(=O)n2C
-14% | CC(C)C[C@H](NC(=O)[C@H](C)n1nnc2ccccc2c1=O)C(=O)O
-11% | CC1(c2ccccc2)N(Cc2cccnc2)C(=O)OC12CCN(Cc1ccc(F)cc1)CC2 (centres undefined)
-27% | Cc1cccc2c(=O)cc(CSc3ccccc3NC(=O)C(C)(C)C)[nH]c12
u | O=C(c1ccncc1)N1CCC2(CC1)NCc1ccccc1NC2=O
10% | O=C(NCc1ccccn1)c1ccccc1Nc1ccccc1
u | COc1cccc(/C=C(/C#N)C(=O)c2ccccc2)c1OC(F)F
-16% | N#C/C(=C/c1ccc(F)c(F)c1)C(=O)Nc1ccc(Oc2ccc(NC(=O)/C(C#N)=C\c3ccc(F)c(F)c3)cc2)cc1
-5% | CCN(CC)S(=O)(=O)c1ccc2c(c1)c(=O)c(C(=O)NCc1ccc(Cl)cc1)cn2C
-4% | CC1CCCN(S(=O)(=O)c2cc(C(=O)NCc3ccccc3Cl)n(C)c2)C1 (centres undefined)

Next section, starting with the last 4 of the part before.
KDM5B inhibitor | SMILES
u | COc1cccc(/C=C(/C#N)C(=O)c2ccccc2)c1OC(F)F
-16% | N#C/C(=C/c1ccc(F)c(F)c1)C(=O)Nc1ccc(Oc2ccc(NC(=O)/C(C#N)=C\c3ccc(F)c(F)c3)cc2)cc1
-5% | CCN(CC)S(=O)(=O)c1ccc2c(c1)c(=O)c(C(=O)NCc1ccc(Cl)cc1)cn2C
-4% | CC1CCCN(S(=O)(=O)c2cc(C(=O)NCc3ccccc3Cl)n(C)c2)C1 (centres undefined)
-3% | CC(Sc1ncnc2nc[nH]c12)C(=O)NCc1ccc(Cl)cc1 (centres undefined)
15% | Cc1cccc(COC(=O)C2=NN(C3CCS(=O)(=O)C3)C(=O)CC2)c1 (centres undefined)
u | Cn1cccc1C(=O)N1CCC(N2CC3CC(C2)[C@H]2CCCC(=O)N2C3)CC1 (some centres undefined)
16% | COc1cccc(CN2CCOC3CCN([S+](=O)([O-])c4ccccc4C)CC3C2=O)c1 (centres undefined)
9% | Cc1ccc2nc(C)c(C(=O)N3CCN(S(=O)(=O)c4cc(F)ccc4F)CC3)cc2c1
4% | CC(=O)N1CCC([C@@H]2CN(Cc3cccc(Cl)c3)C[C@H]2CO)CC1
u | CNC(=O)[C@@H]1CN(Cc2ccncc2)C[C@H]1COC
u | CN(C)c1cccc(-c2cnc3[nH]cc(CC(=O)NCc4cccnc4)c3c2)c1
28µM* | Cc1noc([C@@H]2CN(C(=O)c3cccc4[nH]ccc34)C[C@H]2CO)n1
2% | Cc1ccc(-c2noc([C@@H]3CCCN3C(=O)c3cnccn3)n2)cc1
u | COc1ccc(-c2cc(N3CCCN(C(=O)CC4CCCCC4)CC3)n[nH]2)cc1
u | COc1ccc2oc(-c3cccc(NC(=O)c4ccc(Br)o4)c3)nc2c1
0% | Cc1ccc(N(C)S(=O)(=O)c2c(-c3ccccc3)csc2C(=O)NCc2ccco2)cc1
i | O=C(c1nc(-c2ccc(F)cc2)c2ccccn12)N1CCCC1
21% | COc1ccc(NC2=NC(C(=O)Nc3ccc(C)c(C)c3)CC(=O)N2)cc1 (centres undefined)
-2% | COCCN(C)C(=O)c1cn2cc(-c3ccc(F)cc3)n(CC=C(C)C)c(=O)c2n1
18% | CN1C(=O)C(c2ccccc2)CC12CCN(C(=O)CNC(N)=O)CC2 (centres undefined)
u | CC(=O)c1c(C)[nH]c(C(=O)COc2ccc3ccc(=O)oc3c2)c1C
16% | O=C(NN1CCOCC1)c1ccn(COc2ccc(F)c(Cl)c2)n1
28µM* | COc1ccccc1-c1nc(C(=O)N2CCC(C#N)CC2)n2ccccc12
-14% | COc1ccc(CNC(=O)c2cc(Cl)ccc2NC(=O)C2=C(C)OCCS2)cc1
u | CCC(=O)Nc1ccc(-c2nc3cc(OC)ccc3o2)cc1
-2% | Cc1ccc2c(N)cccc2n1
u | CN(Cc1ccccc1)S(=O)(=O)c1ccc(F)c(C(=O)Nc2cc(Cl)cc(Cl)c2)c1
-1% | CCn1c(C(=O)NCCc2ccc(S(N)(=O)=O)cc2)cc2sc(Cl)cc21

2 entries drawn at random from those above:
KDM5B inhibitor | SMILES
-1% | CCn1c(C(=O)NCCc2ccc(S(N)(=O)=O)cc2)cc2sc(Cl)cc21
u | CNC(=O)[C@@H]1CN(Cc2ccncc2)C[C@H]1COC

Some of these compounds in order of their number in KDM5B inhibitor, smallest number first:
SMILES	KDM5B inhibitor
Cc1ccc2c(N)cccc2n1	-2%
CCn1c(C(=O)NCCc2ccc(S(N)(=O)=O)cc2)cc2sc(Cl)cc21	-1%
Cc1ccc(-c2noc([C@@H]3CCCN3C(=O)c3cnccn3)n2)cc1	2%
CC(=O)N1CCC([C@@H]2CN(Cc3cccc(Cl)c3)C[C@H]2CO)CC1	4%
COc1cccc(CN2CCOC3CCN([S+](=O)([O-])c4ccccc4C)CC3C2=O)c1 (centres undefined)	16%
COc1ccc(NC2=NC(C(=O)Nc3ccc(C)c(C)c3)CC(=O)N2)cc1 (centres undefined)	21%

The results go on.
KDM5B inhibitor | SMILES
u | O=[N+]([O-])c1cccc(/C=N/c2nc3c(s2)CCCC3)c1
u | OCCCNc1nc(-c2ccccc2)nc2c1oc1ccccc12
3%[86.2 µM] | Cn1ccnc1CN1CCNc2cc(Nc3ccccc3)ncc2C1
-1% | C=C1C2(C(=O)N/N=C/c3ccccc3Cl)CCC(C2)C1(C)C (centres undefined)
-12% | CCC(=O)Nc1ccc(C(C)NCc2cccs2)cc1 (centres undefined)
8% | Cc1ncc(-c2ccc(C)c(S(=O)(=O)N3CCN(c4ccc(F)cc4)CC3)c2)o1
-13%[149 µM] | Fc1ccc(OC2CN(Cc3cccnc3)C2)c(F)c1
u | COc1cc(C2CC(=O)Nc3c2c(=O)n(C)c2ncnn32)cc(OC)c1OC (centres undefined)
-5% | CCc1nc(C#N)c(NCCc2ccc(OC)c(OC)c2)o1
9% | O=C(N/N=C/c1cccnc1)c1cccc(N2CCCC2=O)c1
u | CCCCCNC(=O)c1cc(-c2ccc(OC)cc2)nc2ccccc12
35%[activator] | Cc1cccc(C(=O)NC(C)C(c2cccs2)N2CCOCC2)c1 (centres undefined)
-21% | O=C(Nc1ccc2nc(SCC(=O)N3CCCC3)sc2c1)c1ccccc1
u | Cc1ccc(N/N=C/C(Br)=C/c2ccccc2)cc1Cl
-12% | Nc1cccc(OCC(F)(F)F)c1
-8% | Cc1c(CNC(C)CCc2ccccc2)c(C(=O)O)c(C)n1Cc1ccc(F)cc1Cl (centres undefined)
-23% | CC(=O)NCc1ccc(-c2csc(-c3ccc(C)cc3)n2)o1
21% | CCCCn1c(=O)n(CC(=O)Nc2ccc3c(c2)OCCO3)c(=O)c2c1ncn2C1CCCC1
-27%[86.2 µM] | COc1ccc([C@H]2C[C@@H](O)[C@@H](O)[C@@H]2NS(C)(=O)=O)cc1
u | O=C(/C(=C/c1ccc(O)cc1)c1nc2ccccc2s1)c1ccccc1
-11% | CCc1ccc(NC(=O)c2sc3nc(C)c(C(=O)Nc4ccc(C)cc4C)c(-c4ccco4)c3c2N)cc1
-5% | C=C(C)COc1ccc(NC(C)=O)cc1
u | COCCNC(=O)c1nc2c(o1)CCN(Cc1cccc(F)c1F)CC2
16% | Cc1ccc(CNC(=O)c2scnc2C)cn1
i | COc1ccccc1/C=C/c1nc(C#N)c(NCc2ccc(F)cc2)o1
14% | Cc1ccc(C)c(N2CCN(c3nc4ccccc4c4nc(CCn5nc(C)cc5C)nn34)CC2)c1
5% | CC1Sc2ccc(S(=O)(=O)NC3CCN(Cc4ccccc4)CC3)cc2NC1=O (centres undefined)
u | Cc1c(NC(=O)c2cc3ccccc3o2)cccc1-c1nc2ccccc2o1
u | CCOc1ccc(CC(=O)Nc2ccc3nc(N4CCCCC4)cc(C)c3c2)cc1OCC
12% | COc1ccc(/C=C2\Oc3cc(OS(=O)(=O)c4ccc(C)cc4)ccc3C2=O)c(OC)c1
6% | COC[C@@H]1CN(Cc2ccco2)C[C@H]1C(=O)N(C)C
-2% | CCCC1=Nc2cc(C(=O)NCCc3ccc(OCC)cc3)ccc2Sc2ccccc21
15% | O=[S+]1([O-])NC2(CCCN(Cc3cncs3)C2)CNc2ccccc21 (centres undefined)
-20% | COc1ccc(C2=NN(C(=O)CSc3nc4ccccc4[nH]3)C(c3ccco3)C2)cc1 (centres undefined)
19% | O=C(COc1ccc(Cl)cc1)N1C[C@@H](CO)[C@H](c2ccccn2)C1
-20%[86.2 µM] | FC(F)(F)c1cccc(CN2CCOC[C@H](Oc3cnccn3)C2)c1
u | COc1ccc2cnn(CC(=O)Nc3ccccc3)c(=O)c2c1OC
-14% | O=S(=O)(c1ccc(F)cc1F)N1CCCN(c2ccc(C(F)(F)F)cn2)CC1
u | Cn1c(SCC(=O)c2ccc(F)cc2)nnc1-c1ccccc1Br
-22% | COc1ccc(C)cc1NC(=O)C1CCN(S(=O)(=O)c2cc(Br)cc3c2N(C(C)=O)CC3)CC1
32µM* | CCOc1ccc(-c2ccnc(N3CCC(NC(C)=O)CC3)n2)cc1C(=O)O
u | COCCN1CC(CO)C2(CCN(Cc3ccc(F)c(OC)c3)CC2)C1 (centres undefined)
-6% | Cc1ccc(NC(=O)c2c(N3CCCC3=O)c3cc(C)ccc3n2C)c(C)c1
26% | Cc1cc(C)n(CCNC(=O)c2ccco2)n1
-5%[115 µM] | C[S+](=O)([O-])N1CC2(CCCN2Cc2cccnc2)Cc2ccccc21 (centres undefined)
-13% | O=C(CCc1ccccc1)N1CCC(Cc2nc(-c3ccc(F)cc3)no2)CC1
u | COc1ccccc1-c1nc(C#N)c(NCc2ccccc2Cl)o1
5% | CC(=O)NNC(=S)Nc1cccc(Cl)c1Cl
u | COc1cccc(OCC(=O)NC2CC(=O)N(c3ccc4c(c3)OCCO4)C2)c1 (centres undefined)
13% | C=CCNC(=O)CN(CCc1ccccc1)S(=O)(=O)c1ccccc1

(next part)
KDM5B inhibitor | SMILES
7% | COc1ccc(Cl)cc1NC(=O)CCC(=O)N1CCOc2ccccc21
10% | Cc1c(-c2ccc(/C=N/NC(=O)C(=O)Nc3ccccc3F)o2)cccc1[N+](=O)[O-]
-1% | CCC(=O)N1CCc2cc(Br)cc(S(=O)(=O)CCC(=O)NCc3ccccc3OC)c21
29% | CCN(CC)S(=O)(=O)c1ccc(N=Nc2cc(C)cc(Br)c2O)cc1
-18% | CCOC(=O)c1oc2ccccc2c1COC(=O)CNC(=O)c1cc(OC)c(OC)c(OC)c1
u | CCOC(=O)C1=C(O)C(=O)N(C2CCCCC2)C1
u | NCC(=O)N1CCc2nc(-c3ccco3)nc(N3CC=CCC3)c2CC1
-26% | O=c1[nH]c(-c2ccccc2)cnc1-c1ccccc1
-8% | CCOc1ccc(CNCc2ccco2)cc1Cl
26%[149 µM] | O=Cc1ccccc1-c1cnc2ccccc2c1
-5% | COc1ccc(-c2cn3nc(N4CCC(C(=O)Nc5cccc(Cl)c5)CC4)sc3n2)cc1
2% | COc1cn(CC(=O)Nc2cccc(C)c2)c(CN2CCCCC2)cc1=O
-19% | CC(C)CC(=O)N1C[C@@H](Oc2ccccc2)C[C@@H]1C(=O)N1CCOCC1
u | CCCn1nnc(NC(=O)c2cc3ccccc3cc2OC)n1
-3% | CCCCC(=O)NNC(=O)CC(=O)Nc1ccccc1C(=O)O
14%[86.2 µM] | COC(=O)C(=O)N[C@H]1C[C@@H](Cc2cc(-c3ccccc3)on2)C1(C)C
9% | O=C(Nc1ccc(Cl)cc1)C1CCCN(c2ncnc3nc[nH]c23)C1 (centres undefined)
7% | CCC(=O)c1ccc(OCc2cccc(C#N)c2)cc1
32%[activator] | CCSc1ncc2c(=O)n(CC(=O)Nc3cccc(Br)c3)cnc2n1
u | S=c1[nH]nc(-c2cc(-c3ccccc3)n[nH]2)n1/N=C/C(Br)=C/c1ccccc1
u | CNC(=O)Nc1ccc(C)n(CC(=O)NCc2cc(C)ccc2C)c1=O

Not all compounds are listed; the hit share may differ from the screen's.
